proKLK7 act: proKLK7 (human) activation, primary screen; P49862; purified proKLK7, EDANS-DABCYL substrate fluorescence; 100% is mature enzyme control, 0% vehicle; activation, % at 7 µM; 370,000 compounds, 0.9% hits; AID 652039;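 active means activation above the mean of all tested compounds plus 3 SD, computed per campaign excluding outliers beyond control limits, cut at about 13% in these data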
Target sequence (P49862 whole entry, looked up): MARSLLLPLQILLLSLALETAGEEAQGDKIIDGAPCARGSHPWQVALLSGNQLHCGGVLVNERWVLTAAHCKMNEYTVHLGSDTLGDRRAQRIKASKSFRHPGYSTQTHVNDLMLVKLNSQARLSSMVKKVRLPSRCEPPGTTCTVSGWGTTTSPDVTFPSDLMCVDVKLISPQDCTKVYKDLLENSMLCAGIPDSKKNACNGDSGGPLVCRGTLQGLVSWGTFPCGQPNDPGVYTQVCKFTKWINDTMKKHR
sPLA2-III inh: Inhibits HGIII-sPLA2 liposome hydrolysis, primary screen; QFRET BODIPY PC-A2 liposome hydrolysis, fluorescence; 370,000 compounds, 0.56% hits; inhibition, % at 12.2 µM; AID 743126;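 active means inhibition above mean plus 3 SD of compounds lying within the high and low control bounds, cut at about 19% in these data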;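 further: 0% = median of test compound wells and 100% = no enzyme DMSO wells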
PLCg1 inh: blocks human PLC-gamma1 enzyme activity; P19174; purified PLC-gamma1, fluorogenic substrate, fluorescence; inhibition, % at 12.2 µM; 370,000 compounds, 0.84% hits; in the data active means inhibition above about 9.5%
NR1D1 modulator: modulators of human Rev-erb alpha DNA binding; activity, % at 10 µM; P20393; Rev-erbα–FITC-DNA binding, fluorescence polarization, 90 min; 370,000 compounds, 0.79% hits;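 active means activity above about 14%, limit read from the data; passing the limit was not always enough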;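 further: 0% = DMSO wells with 35 nM protein and 100% = DMSO wells with 750 nM protein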
Target sequence (P20393 whole entry, looked up): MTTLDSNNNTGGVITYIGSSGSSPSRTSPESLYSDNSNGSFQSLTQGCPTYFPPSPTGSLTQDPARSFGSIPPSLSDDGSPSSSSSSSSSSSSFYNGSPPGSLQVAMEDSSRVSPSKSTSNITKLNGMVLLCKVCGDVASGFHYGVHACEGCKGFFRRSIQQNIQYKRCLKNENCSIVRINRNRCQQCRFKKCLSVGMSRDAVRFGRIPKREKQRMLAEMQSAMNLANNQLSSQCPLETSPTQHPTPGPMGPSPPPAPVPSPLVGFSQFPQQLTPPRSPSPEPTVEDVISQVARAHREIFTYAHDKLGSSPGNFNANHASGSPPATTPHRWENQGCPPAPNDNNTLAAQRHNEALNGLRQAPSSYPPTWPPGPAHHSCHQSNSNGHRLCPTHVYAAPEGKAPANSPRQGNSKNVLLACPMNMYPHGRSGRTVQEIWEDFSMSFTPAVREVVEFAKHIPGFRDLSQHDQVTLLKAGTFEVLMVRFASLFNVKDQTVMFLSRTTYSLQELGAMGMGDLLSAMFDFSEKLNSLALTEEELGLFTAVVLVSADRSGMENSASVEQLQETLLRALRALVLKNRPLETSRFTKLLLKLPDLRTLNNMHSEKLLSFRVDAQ
DDE Tn7 FP inh: disrupts Tn7 cyclic peptide binding to fibrin D-Dimer-E complex; P02675; FP displacement of FITC-Tn7 peptide from fibrin DD(E); 0% = median of compound wells per plate; inhibition, % at 8.3 µM; 370,000 compounds, 0.13% hits; AID 720508;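 active means inhibition above the mean of compounds falling within the control limits plus 3 SD of them, cut at about 14% in these data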;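 further: 0% = plate median of compound wells and 100% = 10 µM Aha-Tn7 peptide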
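Measure: % inhibition scaled between sample-field median and high-control FP; Test system: human fibrin DD(E); Quantity: 2 µM final DD(E) protein; Doses: one dose, 8.3 µM nominal; Schedule: compound with protein 10 min, then 3 h after probe, room temperature; Detection: fluorescence polarization; Medium: Tris buffer with calcium and detergent, pH 7.8.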
Tn6 DDE FP: DD(E)-Tn6 binding inhibition, primary FP screen | inhibition, % at 8.3 µM | 370,000 compounds, 0.21% hits | Fibrin DD(E) TRITC-Tn6 fluorescence polarization displacement;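 active means inhibition above a per-campaign cutoff: mean of compounds within control limits plus 3 SD, cut at about 15% in these data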;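 further: 0% = median of all compound wells on the plate and 100% = blocking peptide control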
ASAP1 GAP inh: inhibitors of human ASAP1 ArfGAP activity; Q9ULH1; ASAP1-stimulated ARF1 GTP hydrolysis, GDP FP detection; inhibition, % at 16.5 µM; 360,000 compounds, 0.19% hits; AID 624377; in the data active means inhibition above about 25%;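 further: 0% = vehicle with enzyme and substrate and 100% = no enzyme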
ARFGAP1 inh: inhibits rat ARF GTPase activating protein 1 | Q62848 | Arfgap1-stimulated ARF1 GTP hydrolysis, GDP FP detection | inhibition, % at 16.5 µM | 360,000 compounds, 0.26% hits | AID 651572;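 active means inhibition above a per-plate limit, mean inhibition of low control wells plus 3 SD, cut at about 25% in these data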;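 further: 0% = DMSO wells with enzyme and 100% = wells lacking Arfgap1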
Target sequence (Q62848 1-136 limits assumed): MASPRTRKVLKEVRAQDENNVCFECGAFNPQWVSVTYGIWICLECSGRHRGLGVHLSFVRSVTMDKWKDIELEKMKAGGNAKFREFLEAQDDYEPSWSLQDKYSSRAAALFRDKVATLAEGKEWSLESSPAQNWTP
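Assay system: Rat Arfgap1 GAP domain (His6, aa 1-136), purified enzyme | Buffer or medium: HEPES 25 mM pH 7.5, NaCl 150 mM, MgCl2, DTT | Schedule: GTP hydrolysis reaction 2 h at 25 °C | Signal: FP of antibody-bound GDP Alexa 633 tracer, ex 620/em 688 nm | Measure: Percent inhibition of Arfgap1-stimulated GTP hydrolysis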
UHRF1 binding: blocks human UHRF1 binding to methylated DNA | Q96T88 | UHRF1 binding to methylated oligo, TR-FRET | inhibition, % at 4.4 µM | 370,000 compounds, 0.75% hits | AID 687016; in the data active means inhibition above about 21%;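 further: UHRF1 SRA domain binding a hemimethylated CpG hairpin DNA probe; 0% = median of test compound wells and 100% = reference inhibitor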
PLCb3 inh: blocks human PLC-beta3 enzyme activity. Q01970. Purified PLC-beta3, fluorogenic substrate, fluorescence. inhibition, % at 12.2 µM. 370,000 compounds, 0.18% hits. AID 720704; in the data active means inhibition above about 11%;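 further: 0% = median of compound wells on plate and 100% = full blocker control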
Numbers without * were called inactive; x = not tested or not shown.

cpd	Structure	proKLK7 act	sPLA2-III inh	PLCg1 inh	NR1D1 modulator	DDE Tn7 FP inh	Tn6 DDE FP	ASAP1 GAP inh	ARFGAP1 inh	UHRF1 binding	PLCb3 inh
1	O=NN(Cc1cccnc1)Cc1cccnc1	0.1	1	0	2	5	6	0	2	0	2
2	COc1ccccc1N1CCN(S(=O)(=O)c2cn(C)nc2C)CC1	-0.3	14	6	-2	-2	4	8	11	3	-8
3	O=C(CP(=O)(c1ccccc1)c1ccccc1)Nc1cccc(CP(=O)(c2ccccc2)c2ccccc2)c1	-0.1	0	6	-3	-1	4	16	-3	3	-2
4	Cc1c(NC(=O)Nc2ccc(Cl)c(Cl)c2)c(=O)n(-c2ccccc2)n1C	-0.2	-1	1	-2	3	-5	-4	7	0	-2
5	C[C@@H]1COc2cc(Br)ccc2S(=O)(=O)N1Cc1cn(CC2CCCCC2)nn1	0.3	2	1	0	-6	1	x	x	-2	0
6	COc1cc([N+](=O)[O-])ccc1NC(=O)Nc1cnccn1	0.0	8	3	-1	-14	-8	14	13	2	-5
7	COC(=O)C1=C(C)N(Cc2ccccc2C(F)(F)F)C(=NCc2ccc(C(F)(F)F)cc2)NC1c1ccc(C(F)(F)F)cc1 (stereo unspecified)	-0.1	-1	-2	1	7	6	17	13	-1	2
8	CCn1c(COc2cccc(C)c2)nnc1SCC(=O)N1CCCC1	0.1	0	2	-6	7	1	-5	12	2	3
9	CN1/C(=C\C(=O)c2cccs2)C(C)(C)c2ccccc21	0.6	14	-82	-3	-10	5	5	12	3	-96
10	CN(C(=O)CSc1nnc(Nc2ccccc2)s1)c1c(N)n(Cc2ccccc2)c(=O)[nH]c1=O	0.0	-1	4	-1	-6	-4	-2	7	-1	0
11	CC(=O)Nc1ccc2c(c1)C(=O)c1ccc(Cl)cc1-2	-0.2	5	2	-2	3	5	7	1	-5	-3
12	CCCN(C(=O)CSCC(=O)Nc1cccc(C)c1)c1c(N)n(Cc2ccccc2)c(=O)[nH]c1=O	-0.1	-1	-6	1	-1	0	8	5	1	-10
13	O=C(NCC1OCCc2ccccc21)c1ccc(NC(=O)c2cccc(Br)c2)cc1 (stereo unspecified)	-0.5	-2	0	-7	-7	1	6	9	-6	1
14	Cc1onc(-c2ccccc2)c1C(=O)NCc1ccccc1F	0.3	4	-2	7	4	-3	-7	18	-2	3
15	CCOc1ccc(NC(=O)CC(NCc2ccccn2)C(=O)O)cc1 (stereo unspecified)	0.0	0	-1	-1	-1	6	-4	-8	-2	4
16	OCC1(CO)COC(CCc2ccccc2)=N1	-0.6	4	5	-3	-5	-3	-2	-6	7	0
17	Cc1ccc(Cc2c(-c3cccc(Br)c3)nc3ccc(Br)cn23)cc1	-0.1	-19	-10	-8	-1	7	9	-2	21	-9
18	CCOC(=O)C1CCCN(Cc2ccc(OCC)cc2)C1 (stereo unspecified)	0.1	-1	3	-1	-10	1	-8	13	1	6
19	Cc1occc1C(=O)Nc1c(F)c(F)c(F)c(F)c1F	0.1	7	-2	4	-1	-3	-2	-3	4	-3
20	O=C(NNC1=C(C(=O)C(F)(F)F)CCC1)c1cccc(O)c1	0.5	-17	-5	0	1	-7	-17	15	0	-2
21	CCOc1ccc(NC(=NCc2ccc3c(c2)OCO3)SC2CC(=O)N(c3ccccc3)C2=O)cc1 (stereo unspecified)	-0.5	4	3	-1	-8	0	0	3	3	4
22	O=C(NCc1ccccn1)c1c(Cl)cccc1Cl	0.5	5	1	-3	4	1	-10	4	0	3
23	O=C(NCCCN1CCOCC1)c1ccc(CS(=O)(=O)Cc2ccc(Cl)cc2)o1	0.3	2	-2	3	-1	-9	6	8	1	1
24	CCN(C(=O)c1cc2cccc(OC)c2oc1=O)c1ccccc1	1.5	2	-13	-2	-5	7	17	10	0	-15
25	Cc1cccc(CCNC(=O)CCc2nc(-c3ccccc3F)no2)c1	0.6	-2	7	2	3	0	0	0	4	3
26	C=CCn1c(=N)n(CC(=O)c2ccc(Cl)cc2)c2ccccc21	0.2	0	-6	4	-8	-5	4	11	0	-14
27	CCOc1ccc(-c2cc(CCCC(=O)NCc3ccco3)no2)cc1	-0.9	-14	0	-3	8	-2	-6	4	1	1
28	CC1CCN(S(=O)(=O)c2cn(CC(=O)N3CCN(C)CC3)c(=O)c3ccccc23)CC1	0.0	3	0	0	-4	-6	-5	2	-3	0
29	CCOC(=O)C1CCN(S(=O)(=O)Cc2ccc(Cl)cc2)CC1	0.7	7	1	-4	8	-3	-7	9	2	-1
30	CC1(C)Cc2c(cnn2-c2ccc(F)cc2)C(NC(=O)CCN2CCCC2=O)C1 (stereo unspecified)	-0.1	7	1	7	-2	-6	16	-13	4	-10

More entries follow:
cpd	Structure	proKLK7 act	sPLA2-III inh	PLCg1 inh	NR1D1 modulator	DDE Tn7 FP inh	Tn6 DDE FP	ASAP1 GAP inh	ARFGAP1 inh	UHRF1 binding	PLCb3 inh
31	Cc1cc(C)cc(C(=O)/C=C2\NC(=O)CS2)c1	0.0	-6	-3	-7	-2	0	-7	0	-2	-8
32	CC1(C)O[C@@H]2[C@H](O1)[C@@H](COS(=O)(=O)O)O[C@H]2n1cc(Br)c(=O)[nH]c1=O	0.0	0	3	-9	-3	0	5	1	0	1
33	CC1CC(C)CN(CCCNC(=O)CCC(=O)N2CCOc3ccccc32)C1 (stereo unspecified)	0.1	2	2	4	9	8	-9	-3	-4	4
34	COc1ccccc1C(=O)COC(=O)c1c(-c2ccccc2)noc1C	0.2	-1	0	-1	5	1	0	10	1	-15
35	COc1ccc(NC(=O)C2CC2(Cl)Cl)cc1S(=O)(=O)N1CCCCC1 (stereo unspecified)	0.8	-9	0	1	-3	3	-15	0	2	4
36	COc1ccc(NC(=O)CSc2nnc(NC(=O)C3CCC3)s2)c(OC)c1	-0.4	15	1	0	4	7	6	16	3	-7
37	CCOC(=O)C1(Cc2cccc(OC)c2)CCN(Cc2ccccc2OC)CC1	-0.2	-16	3	8	-6	0	5	4	0	1
38	COc1ccc(OC)c(C2C(C(=O)c3ccc(C)o3)=C(O)C(=O)N2CCCN2CCOCC2)c1 (stereo unspecified)	0.0	6	-4	8	-6	4	-6	-1	-9	-2
39	Cc1cccnc1Sc1c([N+](=O)[O-])ncn1C	-0.5	4	-1	2	4	-9	13	18	3	1
40	CCOc1cc(C(=O)NC(C)COC)cc(OCC)c1OCC (stereo unspecified)	-0.1	3	3	4	4	2	-13	-8	-1	1
41	Cc1ccc(C)c(OCCC(=O)NNC(=O)c2ccccc2F)c1	0.2	-2	0	0	0	9	-2	1	0	0
42	COc1cccc(CNc2nnnn2C)c1	-0.1	1	1	-1	8	3	-3	5	-1	1
43	CC(C)(C)SC(=O)CC1NS(=O)(=O)OC2CCCCC12 (stereo unspecified)	-0.3	2	1	5	-4	0	16	-6	-2	7
44	CCc1ccc(C2=Nn3c(nnc3-c3cccs3)SC2)cc1	0.2	-18	5	4	3	-4	4	4	-1	2
45	Cc1ccc(C)c(C(C)NC(=O)C2CC=CCC2C(=O)O)c1 (stereo unspecified)	0.1	14	3	3	-1	8	-7	7	3	0
46	O=C1CSC(=S)N1	-0.3	16	7	3	9	-9	2	2	0	1
47	O=C(NCc1ccco1)c1ccc(COc2ccccc2[N+](=O)[O-])o1	-0.9	-3	2	4	-9	5	-6	5	0	-5
48	CC#CCCCC(=O)Nc1cc(OC)nc(OC)n1	-1.0	2	-1	2	7	-1	-7	-2	1	0
49	COc1cccc(CN2CCN(C(=O)c3cccs3)CC2)c1OC	0.1	4	8	3	3	-4	-10	0	-6	9
50	Cc1ccc(Nc2nc(=O)c3cccnc3s2)c(Br)c1	-0.4	-12	-3	-3	2	2	-1	2	-2	-5
51	CC1=C(C(=O)OCc2ccccc2)C(c2ccccc2Br)NC(=O)N1 (stereo unspecified)	0.7	-8	2	3	-2	8	3	3	0	-3
52	COC(=O)c1c(/N=C/NOCc2ccc(Cl)cc2)sc2c1CCN(c1ncc(C(F)(F)F)cc1Cl)C2	-0.2	9	-6	2	3	-5	0	6	1	1
53	CCN(c1ccc(OC)cc1)S(=O)(=O)c1ccc(-c2ccc(=O)[nH]n2)o1	-0.4	-5	0	-3	-2	-3	-10	-11	0	-6
54	O=C(O)CCc1nn2c3ccccc3n(CC(=O)O)c2nc1=O	2.5	4	-124	-7	1	2	-8	-3	-2	-148
55	C/C(=N\Nc1ccccn1)c1ccc(N2CCOCC2)cc1	0.1	-2	0	4	-5	-6	-6	8	-1	-10
56	Cc1ccccc1NC(=O)COC(=O)c1ccc(CSc2ccc(Cl)cc2)cc1	-0.4	-2	-1	-5	-1	2	4	10	0	4
57	COc1ccc(NC(=O)c2c(F)cccc2Cl)cc1S(=O)(=O)N1CCOCC1	0.0	-7	0	-3	-4	7	-1	12	0	2
58	O=C(c1c(F)cccc1F)N(C1CCCCC1)C1CCCCC1	0.1	6	0	-3	2	0	-5	4	2	-4
59	CCN(CC(=O)NCc1ccc(Cl)cc1)C(=O)c1c(C)noc1C	0.2	0	0	7	1	-3	-1	-1	0	-3
60	C/C(=N\NC(=O)c1ccoc1C)c1ccc(Br)s1	-0.5	-6	2	-5	-8	0	-11	1	0	-3

One compound at a time, from the list above. Values in the order: proKLK7 act, sPLA2-III inh, PLCg1 inh, NR1D1 modulator, DDE Tn7 FP inh, Tn6 DDE FP, ASAP1 GAP inh, ARFGAP1 inh, UHRF1 binding, PLCb3 inh
CCOc1ccc(NC(=NCc2ccc3c(c2)OCO3)SC2CC(=O)N(c3ccccc3)C2=O)cc1 (stereo unspecified) as listed: -0.5, 4, 3, -1, -8, 0, 0, 3, 3, 4
O=C1CSC(=S)N1 as listed: -0.3, 16, 7, 3, 9, -9, 2, 2, 0, 1
COc1ccc(NC(=O)C2CC2(Cl)Cl)cc1S(=O)(=O)N1CCCCC1 (stereo unspecified) as listed: 0.8, -9, 0, 1, -3, 3, -15, 0, 2, 4

Continuation:
cpd	Structure	proKLK7 act	sPLA2-III inh	PLCg1 inh	NR1D1 modulator	DDE Tn7 FP inh	Tn6 DDE FP	ASAP1 GAP inh	ARFGAP1 inh	UHRF1 binding	PLCb3 inh
61	CCOC(=O)CN1C(=O)S/C(=C/c2cccc([N+](=O)[O-])c2O)C1=O	-0.1	-2	2	7	-4	6	-14	-16	-5	1
62	S=C(NCCCc1cnc[nH]1)NCCCN(Cc1ccc(Cl)c(Cl)c1)c1ccc(Br)cn1	-0.8	-13	8	-2	-2	-1	3	24	1	3
63	CC(C)CCNC(=O)C1CCC(CNc2c(N3CCC(C)CC3)c(=O)c2=O)CC1 (stereo unspecified)	-0.1	-5	2	-2	-8	-1	7	-2	5	-4
64	O=C1C=C(NC2CC2)C2(CCCCC2)O1	-0.3	8	1	1	-12	-4	-1	7	3	1
65	C[C@H](CO)N1C[C@H](C)[C@@H](CN(C)C(=O)Nc2ccc(C(F)(F)F)cc2)Oc2ccc(NC(=O)C3CC3)cc2C1=O	-0.5	7	-13	2	2	-7	1	1	3	-1
66	Cc1ccccc1N1CCN(S(=O)(=O)c2ccc3ccccc3c2)CC1	-0.5	-15	2	3	-4	-4	0	1	0	-11
